# Bioassay records from PubChem.
# Myeloid diff 2 = induction of myeloid progenitor differentiation, primary screen, cell-based, flow cytometry, MLPCN library | ER-HoxA9 myeloid progenitors, lysozyme-GFP differentiation | calls only at 10 µM | hit rate 1% among 360,000 | AID 624256, 2012;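 active = normalized GFP-positive differentiation at or above the plate's own cutoff, the solvent-only control mean plus 3 SD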;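 note: cells exposed to compound for four days before flow analysis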
# Myeloid diff 2 GFP+ MAC1+ % = second read-out of Myeloid diff 2, no call of its own (marks repeat the call); GFP+ MAC1+ double positive, %; measured here: differentiation confirmed by MAC1 staining
# The depositor's hits bear a star; i = inactive. This is a subset. The share of hits here may be higher or lower than overall.
Structure	Myeloid diff 2	Myeloid diff 2 GFP+ MAC1+ %
CCOC(=O)[C@@H]1[C@H]2COc3ccc(Br)cc3[C@@H]2N2C(=O)N(c3ccc(Cl)cc3)C(=O)[C@]12C	i	2.5
COc1ccc(NC(=O)C2C(c3ccc4c(c3)OCO4)=Nc3ccccc3N2C(=O)c2cccc(C(F)(F)F)c2)cc1 (stereo not given)	i	1.8
CC(OC(=O)CCN=C1NS(=O)(=O)c2ccccc21)C(=O)Nc1ccc(S(N)(=O)=O)cc1 (stereo not given)	i	1.0
N#Cc1ccccc1S(=O)(=O)N1CCN(Cc2c(O)ccc3ccccc23)CC1	i	1.0
O=C(CNC(=O)c1ccc(Cl)cc1Cl)OCc1nnc(-c2ccccc2Br)o1	i	0.4
COc1ccccc1CNC(=O)CN(C)CC(=O)Nc1ccccc1Br	i	1.2
CCN(CC)C(=O)c1cccc(-c2csc(C(NC(C)=O)c3ccccc3)n2)c1 (stereo not given)	i	0.9
O=C(NCCCN1CCOCC1)c1cn(-c2ccccc2)nc1-c1ccc(Br)cc1	i	0.2
CC1(c2cccc3ccccc23)OC(=O)c2ccccc21 (stereo not given)	i	0.9
Cc1nnc(SCC(=O)Nc2cccc(Br)c2)s1	i	1.4
COc1ccc(S(=O)(=O)N2CCOCC2)cc1NC(=O)c1cc2ccccc2o1	i	1.2
CCOC(=O)c1ccc(S(=O)(=O)N2CCN(C(=O)c3cccc(S(=O)(=O)N4CC(C)OC(C)C4)c3)CC2)cc1 (stereo not given)	i	1.0

# Pulled by structure from the entries so far (7):
Structure	Myeloid diff 2	Myeloid diff 2 GFP+ MAC1+ %
CCN(CC)C(=O)c1cccc(-c2csc(C(NC(C)=O)c3ccccc3)n2)c1 (stereo not given)	i	0.9
Cc1nnc(SCC(=O)Nc2cccc(Br)c2)s1	i	1.4
COc1ccc(NC(=O)C2C(c3ccc4c(c3)OCO4)=Nc3ccccc3N2C(=O)c2cccc(C(F)(F)F)c2)cc1 (stereo not given)	i	1.8
CC(OC(=O)CCN=C1NS(=O)(=O)c2ccccc21)C(=O)Nc1ccc(S(N)(=O)=O)cc1 (stereo not given)	i	1.0
O=C(NCCCN1CCOCC1)c1cn(-c2ccccc2)nc1-c1ccc(Br)cc1	i	0.2
COc1ccccc1CNC(=O)CN(C)CC(=O)Nc1ccccc1Br	i	1.2
O=C(CNC(=O)c1ccc(Cl)cc1Cl)OCc1nnc(-c2ccccc2Br)o1	i	0.4

# Following part:
Structure	Myeloid diff 2	Myeloid diff 2 GFP+ MAC1+ %
CCOC(=O)[C@]12CCCC=C1N(CCC1=CCCCC1)C(=O)[C@H](CC(=O)NCc1cccc3ccccc13)C2	i	3.2
CCC(C)N(C(=O)CSc1nncn1C)C1CCS(=O)(=O)C1 (stereo not given)	i	1.0
CCN1CCN(c2ccc(S(=O)(=O)N3CCCCC3)cc2NC(=O)CC(NC(C)=O)c2ccccc2)CC1 (stereo not given)	i	0.9
C=CC(=O)Oc1ccc(N2Cc3ccccc3C2=O)cc1	i	0.5
COc1ccccc1CNC(=O)CN1C(=O)NC2(CCCCCC2)C1=O	i	0.4
COc1ccc(NC(=O)c2cc(C3CCCCN3S(=O)(=O)c3ccccc3)on2)c(C)c1 (stereo not given)	i	1.2
CNC(=O)Oc1ccc2c(c1)[C@]1(C)CCN(C)C1N2C (stereo not given in full)	i	1.1
O=C(CSc1nnc(-c2ccccc2F)n1C1CC1)N1CCCC1	i	1.7
Cc1ccc(Cn2cc(CN3CC(N4CCCC4)CS3(=O)=O)nn2)cc1 (stereo not given)	i	0.9
Nc1nc(SCc2cccnc2)c2ncn(C3OC(CO)C(O)C3O)c2n1 (stereo not given)	i	1.3
CCN(CC(=O)Nc1ccc(OC)cc1)C(=O)CSCc1ccc(C)cc1	i	0.9
C[C@@H]1CCCCO[C@@H](CN(C)S(=O)(=O)c2ccccc2)[C@@H](C)CN([C@H](C)CO)C(=O)c2cc(N(C)C)ccc2O1	i	0.6
CCOC(=O)C1=CN(Cc2ccco2)S(=O)(=O)NC1c1ccc(C(F)(F)F)cc1 (stereo not given)	i	0.2
CCOc1ccc(OCCCC(=O)Nc2cc(Cl)ccc2-n2cncn2)cc1	i	0.8
COc1cc(CC(=O)OCC(=O)c2ccc(F)cc2)cc(OC)c1OC	i	0.5
CCOC(=O)c1ccc(S(=O)(=O)N2CCN(C(=O)c3ccccn3)CC2)cc1	i	1.4
CCC1(C)Cc2c(sc3nc4n(c(=O)c23)CCCS4)CO1 (stereo not given)	i	0.2
O=C(c1[nH]c(C(F)(F)F)nc1-c1ccccc1)N1CCN(c2ncc(C(F)(F)F)cc2Cl)CC1	i	1.0
COc1cccc(C2=CC(=O)C[C@H](c3ccc(F)cc3)C2)c1	i	1.8
O=C(NCC(=O)N1CCN(S(=O)(=O)c2ccccc2)CC1)c1ccc2ccccc2c1	i	0.6
O=C(O)CCn1cc(-c2ccc(Cl)cc2)nc1-c1ccncc1	i	1.4
O=C(CCNC(=O)c1ccc(Cl)cc1)Nc1ccc(S(=O)(=O)N2CCCCC2)cc1	i	0.0
COc1ccc(S(=O)(=O)Nc2cccc3ccc(O)cc23)cc1	i	0.5
Cc1cccnc1NC(=O)c1cccc(S(=O)(=O)N2CCCC2)c1	i	0.4
Cc1nc2c(OCc3ccc(Cl)cc3)cccn2c1N(C)Cc1cccs1	i	0.4
Cc1c(C2(O)CCCCC2)[nH]c2cc(C(F)(F)F)ccc12	i	0.6
C[C@H](CO)N1C[C@H](C)[C@@H](CN(C)C(=O)Cc2ccccc2)OCc2cnnn2CCCC1=O	i	0.9
COc1ccc(NS(=O)(=O)c2cccc(C(=O)NN=Cc3ccc(O)c(OC)c3)c2)cc1	i	1.0
CCN1CCN(C(=O)C2CCN(C(=O)Nc3ccccc3)CC2)CC1	i	0.7
Nc1cc(=O)n(Cc2ccccc2)c(=O)n1Cc1ccccc1	i	1.4
Cc1noc(C)c1S(=O)(=O)N1CCC(C(=O)O)CC1	i	0.4
O=C1CC2C(CCC23OCCO3)c2ccc3ccccc3c21 (stereo not given)	i	0.2
O=C1CC[C@@H]2CC(N3CCN(c4ccccc4)CC3)C[C@@H]3CCN1[C@H]23 (stereo not given in full)	i	2.4
CCc1ccc(OCC(=O)NNC(=O)Cc2c(F)cccc2Cl)cc1	i	0.7
Brc1ccccc1-n1nnc(-c2cnc3ccccc3c2)n1	i	1.9
Cc1ccc(NC(=O)COc2cccc3c2OC(C)(C)C3)c(O)c1	i	0.4
CC(CCc1ccccc1)NC(=O)C(C)OC(=O)c1ccco1 (stereo not given)	i	1.1
CCOc1ccc2nc3ccc4[nH]onc4c3c2c1	i	5.0
CN(C(=O)COc1ccccc1)c1ccc([N+](=O)[O-])cc1	i	0.8
Cc1noc(C)c1C(=O)N1CCC1(C)C(=O)NS(=O)(=O)c1cccc(F)c1 (stereo not given)	i	1.0
CC(=O)N1c2ccccc2N=C(c2ccc(C(F)(F)F)cc2)C1C(=O)NC(C)C (stereo not given)	i	4.7
COc1cc(C(=O)N2CCOC23CCN(Cc2ccccc2)CC3)cc(OC)c1OC	i	0.8
O=C(CSc1nnc(C2CC2)n1C1CC1)c1ccc(Br)s1	i	0.3
CC(C)CNc1ncnc2c1ncn2[C@H]1CN(Cc2ccc(-c3ccccc3)cc2)C[C@@H](CO)O1	i	0.6
O=C(COc1ccccc1Cl)Nc1nc(-c2ccncc2)cs1	i	1.3
CCc1nc2ccc(C(=O)Nc3ccc(OC)c(OC)c3)cn2c1N(C)C(=O)c1cccc(OC)c1	i	0.9
COc1ccc(NC2=CC(=O)CC(c3ccc(C)cc3)C2)c(OC)c1 (stereo not given)	i	0.8
COc1ccc(CNC(=O)O[C@]23C[C@H]4C(=O)N(c5ccccc5)C(=O)[C@H]4C[C@@]2(O)CN(S(=O)(=O)c2ccc(C)cc2)C3)cc1OC	i	1.3

# Single records (already shown). Order of values: Myeloid diff 2, Myeloid diff 2 GFP+ MAC1+ %
# `Cc1ccc(Cn2cc(CN3CC(N4CCCC4)CS3(=O)=O)nn2)cc1` (stereo not given) as listed: i, 0.9
# `CC(CCc1ccccc1)NC(=O)C(C)OC(=O)c1ccco1` (stereo not given) as listed: i, 1.1

# Additional entries.
Structure	Myeloid diff 2	Myeloid diff 2 GFP+ MAC1+ %
Cc1ccc2c(C)c(C(=O)N3CCC(C(N)=O)(N4CCCCC4)CC3)oc2c1C	i	0.2
Cc1ccc(S(=O)(=O)N2CCOCC2)cc1NC(=O)CN1C(=O)CN(C)C1=O	i	0.9
CC(=NCc1ccccc1)c1ccc(O)cc1O	i	1.1
CCCc1nc2ccc(Br)cn2c1Cc1cccc(Cl)c1	i	0.3
CC1(C(=O)NS(=O)(=O)c2cccs2)CCN1C(=O)C1(c2ccc(Cl)cc2)CC1 (stereo not given)	i	1.1
Nc1ncnc2c1ncn2[C@@H]1O[C@H](CNC(=O)[C@@H](N)Cc2ccccc2)[C@@H](O)[C@H]1O	i	0.5
CC(=O)Nc1ccc(NC(=O)c2cccc(S(=O)(=O)N(C)C3CCCCC3)c2)cc1	i	0.5
O=C(c1ccc([N+](=O)[O-])cc1)N(Cc1ccccc1)Cc1ccccc1	i	0.5
COc1ccccc1CNC(=O)COC(=O)COc1ccccc1F	i	1.1
COc1ccc(OCc2cc(=O)c3ccc4c(c3o2)C=CC(C)(C)O4)cc1OC	i	1.3
ON=C(CCc1ccccc1)CCc1ccccc1	i	0.7
CC1CCCN(C(=O)C2CCN(S(=O)(=O)c3cccs3)CC2)C1 (stereo not given)	i	1.0
N#Cc1cc([N+](=O)[O-])ccc1NC(=O)COC(=O)c1cnccn1	i	0.5
CCN1C(=O)N[C@@H](c2cccc(C(F)(F)F)c2)C(C(C)=O)=C1C	i	2.3
CCn1nnnc1SCC(=O)N1CCc2ccccc21	i	1.2
O=C(NC(=S)Nc1c(Cl)cc(Cl)cc1Cl)c1ccccc1	i	0.8
Cc1ccc(-c2nc3cc(C)c(Br)c(C)n3c2Cc2ccccc2)cc1	i	0.8
COc1cccc(C(NC(C)=O)c2nc(-c3cccc(C#N)c3)cs2)c1 (stereo not given)	i	0.2
CN(N=Nc1nc[nH]c1C(=O)NN)C1CCCCC1	i	0.6
COC(=O)c1ccc(CNC(=O)CN2C(=O)NC(Cc3ccccc3)(c3ccccc3)C2=O)cc1 (stereo not given)	i	1.1
O=C(Nc1ccccc1F)Nc1cccnc1Cl	i	0.4
COc1ccc(-c2noc(CCC(=O)N3CCN(c4ccccc4F)CC3)n2)cc1	i	0.8
O=C(Nc1cccc2ccccc12)c1ccc2sc([C@H]3C[C@H](O)[C@@H](CO)O3)nc2c1	i	0.4
Cc1ccc(C)c(-c2nnc(NC(=O)CS(=O)(=O)c3ccccc3)o2)c1	i	0.3
Cc1cccc(NC(=O)c2cccc(C(=O)Nc3cccc(C)c3)n2)c1	i	0.4
Cc1ccc(S(=O)(=O)CCC(=O)N(C)c2c(N)n(Cc3ccccc3)c(=O)[nH]c2=O)cc1	i	1.1
Cc1ccc(OCC(=O)NNC(=O)C2CSC3(C)CCC(=O)N23)cc1C (stereo not given)	i	1.0
O=C(CCNC(=O)c1ccc([N+](=O)[O-])cc1)Nc1ccc(Cl)c(S(=O)(=O)N2CCOCC2)c1	i	1.4
CCCCCCCCN1C(=O)[C@H](CC(=O)NCC2CCCCC2)C[C@@]2(C(=O)OC)CCCCC=C12	i	0.8
CCC1(c2ccc(F)cc2)NC(=O)N(CC(=O)Nc2cccc(S(=O)(=O)N3CCOCC3)c2)C1=O (stereo not given)	i	1.3
CC(=O)c1ccc(N2CCN(CC(=O)N(C3CC3)C3CCS(=O)(=O)C3)CC2)c(F)c1 (stereo not given)	i	0.5
CC(=O)C[C@@H](O)CC(=O)[C@H]1OC(=O)CCCCCCCCc2ccccc21	i	1.0
Cc1cc(C)cc(OCC(=O)N2CCN(c3ncccn3)CC2)c1	i	1.1
CC(C)N1CCC1(C)C(=O)Nc1nc2ccccc2[nH]1 (stereo not given)	i	1.5
O=C(N[C@@H](Cc1ccccc1)C(=O)N[C@@H](Cc1ccccc1)C(=O)O)OCc1ccccc1	i	0.9
O=C(CSc1nc2[nH]ncc2c(=O)[nH]1)Nc1cc(C(F)(F)F)ccc1Cl	i	0.7
COc1ccccc1C(=O)NCCC(=O)N(C)Cc1cccs1	i	0.3
Cc1cn([C@@H](CCCCN)C(=O)NCCCCCCCCCCC(=O)N2CCNCC2)nn1	i	0.7
CCCCC[C@@H](C)N1C[C@H](COCc2ccccc2)Oc2cc(N3CCC[C@H]3C(N)=O)ccc2S1(=O)=O	i	1.5
CC12CCC(C(=NO)C1=O)C2(C)C (stereo not given)	i	0.7
CC1(c2ccccc2Br)NC(=O)N(CC(=O)N2CCc3ccccc3C2)C1=O (stereo not given)	i	0.2
CC1(C(=O)Nc2cccc(Oc3ccccc3)c2)CCN1Cc1ccccc1OC(F)F (stereo not given)	i	0.4
CC1CCCC(C)N1C(=O)CSc1nnc(-c2ccco2)n1C (stereo not given)	i	0.4
CCS(=O)(=O)c1nc(S(=O)(=O)c2ccc(C)cc2)c(N2CCCCCC2)s1	i	1.0
COC(=O)C1C2CC3c4[nH]c5cc(OC)ccc5c4CCN3CC2CC(OC(=O)CC(C)=O)C1OC (stereo not given)	i	17
CC1CCCCC1NC(=O)CN1C(=O)NC(C)(c2cc(F)ccc2F)C1=O (stereo not given)	i	0.3
CCOc1ccc(CN(C)CC(=O)Nc2ccccc2C(=O)NC2CC2)cc1	i	0.2
NS(=O)(=O)c1cc(C(=O)OCC(=O)NC2CCCCCCC2)ccc1Cl	i	0.6
C[C@H]1COc2cccc(N3CCSCC3)c2S(=O)(=O)N1	i	0.7
CN(C)S(=O)(=O)c1ccc(N2CCCC2)c(C(=O)Nc2ccccc2Br)c1	i	0.2
COc1ccc(NC(=O)C2(C)Cc3c(-c4ccccc4)ccnc3O2)cc1OC (stereo not given)	i	0.2
